Rab2A wt mod: changes GTP binding to wildtype dog Rab2A, up or down; actives 0.19% (n = 190,000); GTP binding activity, % at 10 µM; GST-Rab2 wt beads, Bodipy-GTP binding, flow cytometry; P61105;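 active = GTP binding activity at least 20 points away from 100%, either lowered or raised; inconclusive = signal likely due to the compound's own green fluorescence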;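 note: 0% = beads with excess unlabeled GTP and 100% = no-compound control corrected for plate trend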
Rac1 mut GTP: alters GTP binding to activated mutant human Rac1; GST-Rac1 activated beads, fluorescent GTP binding, flow cytometry; actives lie on both sides; 100% means binding = to untreated wells; percent activity (GTP binding), % at 10 µM; actives 0.11% (n = 190,000); AID 764;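 active = GTP binding at least 20 percentage points away from the 100% baseline, in either direction, so actives lie on both sides; inconclusive = Compound likely fluorescent itself, or too few beads counted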
Cdc42 wt: human Cdc42 wildtype GTP binding change, either direction. P60953. GST-Cdc42 beads, Bodipy-GTP binding, flow cytometry; actives lie on both sides. percent activity (GTP binding), % at 10 µM. actives 0.2% (n = 190,000). AID 761;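 active = percent activity GTP binding at least 20 points away from the 100% baseline, either down as inhibitor or up as activator; inconclusive = compound flagged as likely green fluorescent from well-wide comparison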;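 note: median bead fluorescence of bound Bodipy-FL-GTP at 100 nM; 0% = excess unlabeled GTP control and 100% = no compound control; below 100% means less GTP binding so inhibitor and above means activator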
Target sequence (P60953 whole entry, looked up): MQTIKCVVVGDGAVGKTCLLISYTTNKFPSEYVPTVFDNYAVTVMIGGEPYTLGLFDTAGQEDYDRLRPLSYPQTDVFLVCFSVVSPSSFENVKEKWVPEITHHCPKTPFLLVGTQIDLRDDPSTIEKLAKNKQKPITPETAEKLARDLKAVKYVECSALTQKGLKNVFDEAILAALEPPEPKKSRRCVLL
Mcl1-Bid inh: Mcl-1/Bid interaction inhibition; actives 0.97% (n = 220,000); AID 1021; inhibition, % at 21.7 µM; Q07820; TR-FRET Mcl-1/Bid-Dy647 peptide binding, 1536-well;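 active = compounds that cut the binding signal by more than half at the single screening dose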;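 note: His-tagged Mcl-1 with europium anti-His antibody binding Bid BH3 peptide; 0% = Mcl-1 plus peptide wells and 100% = peptide-only wells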
Target sequence (Q07820 whole entry, looked up): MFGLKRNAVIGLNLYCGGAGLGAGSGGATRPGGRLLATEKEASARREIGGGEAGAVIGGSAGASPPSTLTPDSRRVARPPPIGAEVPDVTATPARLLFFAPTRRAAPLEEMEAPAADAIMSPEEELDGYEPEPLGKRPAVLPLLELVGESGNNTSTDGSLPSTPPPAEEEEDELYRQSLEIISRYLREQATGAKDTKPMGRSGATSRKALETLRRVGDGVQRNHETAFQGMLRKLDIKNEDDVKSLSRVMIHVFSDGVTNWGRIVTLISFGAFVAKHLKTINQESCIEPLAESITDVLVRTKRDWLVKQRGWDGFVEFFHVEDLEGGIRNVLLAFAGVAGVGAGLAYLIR
Mcl1 Noxa PPI: Mcl-1/Noxa interaction inhibition; Q07820; TR-FRET Mcl-1/Noxa peptide binding, 2 h; inhibition, % at 21.7 µM; actives 1.5% (n = 220,000); AID 1022;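 active = compounds that cut the protein-peptide binding signal by more than 50% relative to plate controls in a single-dose test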;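 note: His-tagged Mcl-1 with rhodamine Noxa BH3 peptide and terbium anti-His antibody; 0% = Mcl-1 plus Noxa peptide wells and 100% = peptide-only wells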
Bim-Mcl-1: inhibitors of Bim-Mcl-1 interaction, human; actives 0.1% (n = 190,000); inhibition, % at 10 µM; AID 1009; Bead-based flow cytometry, Bim peptide-Mcl-1 binding; in the data active = inhibition above about 40%;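 note: 0% = no compound tracer wells and 100% = peptide blocker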
HRas wt GTP: changes GTP binding to wildtype human HRas. GST-Ras wt beads, Bodipy-FL-GTP binding, flow cytometry; actives lie on both sides. actives 0.14% (n = 190,000). P01112. GTP binding activity, % at 10 µM;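 active = GTP binding activity at least 20% away from the 100% baseline, either lowered as inhibitor or raised as activator; inconclusive = flagged as likely green fluorescent, judged across all proteins in the well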;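 note: 0% = unlabeled GTP competition control and 100% = no-compound control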
Target sequence (P01112 whole entry, looked up): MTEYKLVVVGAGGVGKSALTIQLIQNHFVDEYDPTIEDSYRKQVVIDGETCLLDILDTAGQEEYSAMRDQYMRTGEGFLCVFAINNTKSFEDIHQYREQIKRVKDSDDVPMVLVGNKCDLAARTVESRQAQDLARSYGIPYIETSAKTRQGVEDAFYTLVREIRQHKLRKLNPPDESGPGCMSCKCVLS
Avidin bead fluor: compound fluoresces at 488/530 nm on avidin beads; compound fluorescence 488/530 nm, flow cytometry; stronger effect = higher value; fluorescence (KMESF) at 10 µM; actives 0.38% (n = 220,000); AID 1775; in the data active = fluorescence above about 47; note: inactives centre near 10
Pf gamet viab: inhibitors of late stage P. falciparum gametocyte viability; P. falciparum stage V gametocytes, ATP luminescence, 24 h; inhibition, % at 10.9 µM; actives 0.065% (n = 150,000);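 active = inhibition above the mean plus 3 SD of compounds within the control limits, set per campaign, cut at about 38% in these data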;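 note: 0% = DMSO wells and 100% = medium only without gametocytes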
Rac1 wt modul: modulators of human Rac1 wildtype GTP binding | P63000 | GST-Rac1 beads, fluorescent GTP binding, flow cytometry; actives lie on both sides; 0 = cold GTP competed, 100 = untreated | GTP binding activity (% of control), % at 10 µM | actives 0.27% (n = 190,000) | AID 757;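 active = GTP binding activity at least 20 points away from the 100% control level, either lower or higher; inconclusive = compound flagged as likely green fluorescent, judged across all proteins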
Rab7 wt modul: dog Rab7 wildtype GTP binding, inhibitors and activators | GST-Rab7 beads, fluorescent GTP binding, flow cytometry; actives lie on both sides; untreated = 100%, excess cold GTP = 0% | GTP binding activity (percent of control), % at 10 µM | actives 0.055% (n = 190,000);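 active = fluorescent GTP binding to Rab7 beads changed by at least 20 points from the 100% baseline, either direction, mostly lower; inconclusive = compound itself probably fluorescent, or too few beads counted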;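 note: median green fluorescence of bound Bodipy-FL-GTP per Rab7 bead population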
The depositor's hits bear a star; ? = inconclusive; . = no result given.

Fields – Rab2A wt mod	Rac1 mut GTP	Cdc42 wt	Mcl1-Bid inh	Mcl1 Noxa PPI	Bim-Mcl-1	HRas wt GTP	Avidin bead fluor	Pf gamet viab	Rac1 wt modul	Rab7 wt modul
O=C(Nc1cccc(Cl)c1)Nc1nc(-c2ccc(Cl)cc2)cs1
→ 96	95	97	-11	.	-2	95	8	.	94	95
CCOC(=O)CN1C(=O)C(Sc2n[nH]c(-c3ccccc3)n2)CCc2ccccc21 (configuration not stated)
→ 97	95	97	3	17	-6	98	12	.	98	96
Cc1ccc(C)c(NC2=CC(=O)CC(C)(C)C2)c1C#N
→ 100	99	101	-2	1	0	100	10	12	103	99
COc1ccc(Cn2c(=O)oc3ccc(C)cc32)cc1OC
→ 101	99	102	-4	2	-1	101	19	12	100	104
Cc1ccc(NC(=O)Cn2c(=O)n(Cc3ccco3)c(=N)c3c4c(sc32)COC(C)(C)C4)cc1
→ 99	99	99	-27	-12	-7	101	31	-53	99	103
O=C(NCc1ccco1)c1nc2nc(-c3cccs3)cc(C(F)(F)F)n2n1
→ 96	98	98	-15	44	-2	97	9	5	100	98
CNC(=O)CN(c1ccc(OC)cc1)S(=O)(=O)c1ccc(F)cc1
→ 97	101	103	-10	-5	-6	101	8	.	107	98
C=CCn1c(C)cc(C(=O)CSc2nc3ccccc3o2)c1C
→ 102	101	101	2	12	-1	102	23	-18	109	98
CC(C)c1ccc(/C=C2\Oc3c(ccc(O)c3CN3CCN(C)CC3)C2=O)cc1
→ 96	97	97	-24	4	1	99	9	0	99	91
O=C(NNC(=O)c1ccccc1-n1cccc1)c1ccc(Cl)cc1Cl
→ 100	94	100	-23	0	-2	99	11	-9	101	100
CCc1ccccc1NCC(=O)Nc1ccc(Cl)c(C(F)(F)F)c1
→ 97	99	102	-38	12	0	99	7	-10	105	97
CC1CCCCC1NC(=S)Nc1ccc(Cl)cc1Cl (configuration not stated)
→ 94	94	96	-34	19	-4	97	13	6	96	95
Cc1[nH]c2ccccc2c1C(c1ccncc1)N1CCC(C)CC1 (configuration not stated)
→ 102	95	102	-12	0	-2	101	10	.	100	108
Nc1nc(SCC(=O)Nc2cc(-c3ccccc3)nn2-c2ccccc2)n[nH]1
→ 102	98	101	-2	14	0	99	5	.	101	100
O=c1cc(N2CCOCC2)c2ccccc2o1
→ 99	97	100	12	12	0	98	34	.	100	94

Fields – Rab2A wt mod	Rac1 mut GTP	Cdc42 wt	Mcl1-Bid inh	Mcl1 Noxa PPI	Bim-Mcl-1	HRas wt GTP	Avidin bead fluor	Pf gamet viab	Rac1 wt modul	Rab7 wt modul
C=CCOn1c(=O)c(-c2ccc(OC)c(OC)c2)[n+]([O-])c2ccccc21
→ 104	99	106	9	34	-8	102	4	12	107	103
Cc1cccc(NC(=O)C2CCN(S(=O)(=O)c3c(C)noc3/C=C/c3ccco3)CC2)n1
→ 99	97	96	-8	8	-2	99	15	11	102	99
CC(=O)CSc1ncnc2sc3c(c12)CCCC3
→ 96	95	95	-5	22	-2	96	11	.	98	103
CCOc1ccc2ccccc2c1CNc1nnnn1CC
→ 102	97	102	13	-6	2	99	5	3	103	106
CCOC(=O)COc1c(Cl)cc(C2NC(=S)NC(c3ccccc3)=C2C(C)=O)cc1OC (configuration not stated)
→ 94	95	95	-82	-12	-3	96	10	-22	101	95
O=C(NC(Cc1c[nH]c2ccccc12)C(=O)O)/C(=C/c1ccc2c(c1)OCO2)NC(=O)c1ccccc1 (configuration not stated)
→ 92	93	90	-3	34	1	92	5	-4	93	99
Fc1ccccc1OCCCCSc1ncccn1
→ 103	102	103	-3	19	-1	104	14	.	104	101
CC(=O)c1ccc(C#CC(C)(C)O)s1
→ 105	101	104	0	-1	0	104	16	.	101	96
CC1CCCN(Cc2csc(N)n2)C1 (configuration not stated)
→ 99	96	98	-8	15	-2	95	10	-3	95	97
CN(C)/C(Cn1cncn1)=C1/N=C(c2ccccc2)OC1=O
→ 94	95	96	-44	3	1	99	7	.	100	105
COc1ccc2cc(C(c3nnnn3C(C)(C)C)N3CCSCC3)c(=O)[nH]c2c1 (configuration not stated)
→ 96	97	99	-46	12	0	98	5	.	100	95
CCn1ncc(C(=O)Nc2ccccc2C)c1C
→ 98	103	100	-17	-2	-4	102	4	.	107	106
COc1ccc(C2C(C#N)=C(C)NC(C)=C2C(=O)OC(C)C)c(OC)c1 (configuration not stated)
→ 98	95	100	-35	-1	0	95	12	8	96	96
COCCN=C1Sc2nc3ccc(C)cc3cc2CN1Cc1cccs1
→ 99	100	100	-3	-17	0	100	5	-10	102	104
COc1ccc(S(=O)(=O)N(C)CC(=O)Nc2ccccc2SC)cc1Cl
→ 101	100	99	-17	9	0	100	29	15	106	102

Fields – Rab2A wt mod	Rac1 mut GTP	Cdc42 wt	Mcl1-Bid inh	Mcl1 Noxa PPI	Bim-Mcl-1	HRas wt GTP	Avidin bead fluor	Pf gamet viab	Rac1 wt modul	Rab7 wt modul
O=C(CCc1ccccc1)NCCc1cccs1
→ 100	95	98	-23	3	-28	98	6	-28	98	102
Cc1ccc(-c2cc(C(=O)NCc3ccc4c(c3)OCO4)no2)cc1
→ 95	93	97	4	0	-3	95	22	.	96	94
O=C(c1ccc2nc3ccccc3c(=O)n2c1)N1CCN(Cc2ccc3c(c2)OCO3)CC1
→ 95	97	98	-6	-1	1	95	35	.	96	99
C=C(C(=O)c1ccccc1)C(c1ccccc1)C(C)C(=O)c1ccccc1 (configuration not stated)
→ 96	94	96	-2	9	3	95	6	4	98	98
CN(Cc1ccccc1)C(=O)COC(=O)c1ccc(S(=O)(=O)N(C)C)cc1
→ 98	95	95	-33	0	1	95	8	.	92	102
CC1=Nc2cc(Cl)ccc2Oc2ccccc21
→ 89	85	86	-16	13	0	90	11	2	92	95
CN(Cc1ccccc1)C(=O)COC(=O)c1ccccc1NS(=O)(=O)c1cccc(N)c1
→ 103	101	101	-21	10	-2	100	3	13	105	99
Cc1cc(C(=O)OCC(=O)Nc2ccc(F)cc2[N+](=O)[O-])c2ccccc2n1
→ 96	98	99	-7	8	-3	97	2	-14	102	98
COc1cccc(CNc2ncc(Br)cc2Br)c1O
→ 102	100	99	-3	17	0	102	8	.	107	102
COc1cc(/C=N/O)cc(Br)c1OCC(=O)NCc1ccccc1
→ 97	98	99	-32	21	-1	95	0	12	98	98
CCCCn1c(NC(=O)c2ccc(Br)o2)c(S(=O)(=O)c2ccccc2)c2nc3ccccc3nc21
→ 93	91	93	36	27	3	94	6	19	94	92
Cc1cccc(NC(=O)c2cccc(NC(=O)Cc3cccs3)c2)c1
→ 100	97	97	-32	9	-1	99	11	-2	100	102
Cc1cccc(NC2=NC(C)(C)N=C(N)N2)c1
→ 97	99	98	-38	0	0	98	11	.	99	104
CN(C[C@H](Cc1ccccc1)N(C[C@H](CC1CCCCC1)N(CCc1ccccc1)N=O)N=O)N=O
→ 95	94	96	-16	22	1	96	5	.	97	100
CSCCC(NC(=O)c1ccccc1C)C(=O)O (configuration not stated)
→ ?	?	?	-33	15	-1	?	12	.	?	?

Fields – Rab2A wt mod	Rac1 mut GTP	Cdc42 wt	Mcl1-Bid inh	Mcl1 Noxa PPI	Bim-Mcl-1	HRas wt GTP	Avidin bead fluor	Pf gamet viab	Rac1 wt modul	Rab7 wt modul
COc1ccccc1/C=C1\SC(=O)N(CCC(=O)NNC(=O)c2ccccc2Cl)C1=O
→ 99	97	101	-7	-9	0	100	13	.	104	98
Cc1cc(=O)oc2cc(OCC(=O)OCC(=O)N3CCC(C)CC3)ccc12
→ 96	96	98	-11	9	-1	97	10	-20	98	106
COc1ccccc1/C=C/C(=O)NC(=S)NCC1CCCO1 (configuration not stated)
→ 97	97	97	-33	7	0	96	11	-26	99	97
Oc1c(N=NC(=S)Nc2ccccc2F)c2ccccc2n1Cc1ccccc1
→ 98	94	96	-61	-67	-1	94	9	11	100	103
CC(=O)c1c(C)[nH]c(C(=O)NCc2ccccc2)c1C
→ 101	101	103	-14	0	-2	102	42	.	101	102
O=C1C(Cl)=C(N2CCCCCC2)C(=O)N1c1ccccc1
→ 97	96	101	-39	-16	-2	98	12	.	97	91
O=C(CSc1ccsc1[N+](=O)[O-])Nc1cc(F)ccc1F
→ 100	95	92	-11	104*	-4	96	7	.	100	98
Cc1occc1-c1nnc(SCC(=O)N2CCN(c3ccccc3F)CC2)n1C
→ 99	99	100	-4	2	-2	102	12	22	106	97
CCc1nnc(NS(=O)(=O)c2ccc(NC(=S)NC(=O)c3cccs3)cc2)s1
→ 96	92	94	-22	22	-2	97	10	21	94	102
CC(C)c1ccc(OCC(=O)Nc2ccc(OC(F)(F)F)cc2)cc1
→ 99	94	97	-8	13	-4	99	12	1	100	101
CNS(=O)(=O)c1cc(O)c2c(S(=O)(=O)NC)cccc2c1
→ 100	97	103	-60	17	-1	102	11	-9	104	101
CC1(C)CC(n2c(NCCO)nc3c(c2=O)C2(CCCC2)Cc2ccccc2-3)CCO1 (configuration not stated)
→ 100	97	99	.	.	2	98	10	.	98	99
Cc1cc(C(=O)COc2cc(F)ccc2[N+](=O)[O-])c(C)n1C1CC1
→ 101	98	96	-51	6	-2	93	9	4	99	99
COc1ccccc1NC(=O)c1[nH]c(C)c(C(C)=O)c1C
→ 91	91	94	-1	0	-5	94	13	16	91	92
